Assay outcomes: PubChem, several laboratories
APP 5UTR inh: APP translation inhibition | SH-SY5Y APP 5'UTR-luciferase reporter, luminescence | inhibition, % at 2 µM | 190,000 compounds, 0.82% hits | AID 1285;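 active = inhibition above a set limit, derived from the sample mean plus 3 SD, cut at about 45% in these data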; note: values of inactives mirror those of a sister screen read the other way
Hsp70 act: Hsp70 transcriptional activation, primary screen. HeLa Hsp70 promoter luciferase reporter, luminescence; scaled: vehicle 0, proteasome-inhibitor control 100%. activation, % at 10 µM. 200,000 compounds, 0.04% hits. AID 1203;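 active = activation above the mean across all tested compounds plus 3 SD, cutoff set per campaign, cut at about 5.5% in these data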;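 note: 100% = MG132 at 30 µM as the positive control and 0% = DMSO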
G6PDH counter: L. mesenteroides G6PDH inhibition counter-screen; 200,000 compounds, 0.12% hits; Purified L. mesenteroides G6PDH, diaphorase/resazurin coupled fluorescence, 45 min; AID 1020; inhibition, % at 5 µM; in the data active = inhibition above about 50%
STAT1 inh: reduces IFN-gamma driven STAT1 reporter signal. 200,000 compounds, 0.35% hits. inhibition, % at 5.5 µM. NIH 3T3 STAT1-luciferase reporter, luminescence;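 active = inhibition above a set limit, the mean inhibition across all tested compounds plus 3 SD, cut at about 34% in these data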;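 note: 0% = IFN-gamma with DMSO and 100% = IFN-gamma with 300 µM nifuroxazide; values of inactives mirror those of a sister screen read the other way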
Diaphorase inh: diaphorase inhibition or chemical oxidation counter-screen | diaphorase resazurin-to-resorufin fluorescence, NADH, 16 min; bacterial (C. kluyveri) enzyme, not human | inhibition, % at 20 µM | 190,000 compounds, 0.69% hits | AID 1217;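 active = primary screen inhibition at 20 µM above a set limit, cut at about 50% in these data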;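 note: plate controls were DMSO with full reaction for no effect and wells lacking NADH for full effect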
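controls = No-NADH positive control and DMSO neutral control | system = Clostridium kluyveri diaphorase enzyme | timing = reaction incubation of 16 min at room temperature | signal = resorufin fluorescence 544/590 nm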
STAT3 activator: activators of IL-6 induced STAT3 signaling. activation (% of control), % at 5.6 µM. AID 871. U3A cells, IL-6 STAT3-luciferase reporter, luminescence; 100% = signal with IL-6 EC80 alone. 190,000 compounds, 0.91% hits;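 active = activation above the screen-wide mean of compound activation plus 3 SD, cut at about 130% in these data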;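 note: 0% = background luminescence of wells with medium and substrate only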
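Test system: human U3A cells carrying STAT3-luciferase construct; control set: IL-6-only wells as 100% reference; timing: compound pre-incubation 1 h before IL-6, then 6 h stimulation at 37 °C; also added: IL-6 stimulus at 33 ng/mL final; evaluation: % activation versus median of IL-6-stimulated wells; detection: reporter luminescence signal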
STAT3 blocker: reduces IL-6 driven STAT3 reporter signal. 190,000 compounds, 0.89% hits. inhibition, % at 5.5 µM. U3A cells, IL-6 STAT3-luciferase reporter, luminescence; host cell line lacks STAT1;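 active = inhibition above the mean inhibition across all screened compounds plus 3 SD, cut at about 44% in these data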;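 note: 0% = DMSO only wells and 100% = 100 µM nifuroxazide control wells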
Diaphorase act: diaphorase activation or chemical reduction counter-screen. Diaphorase/resazurin coupled assay, resorufin fluorescence, 16 min; hits give high values; 1 = vehicle wells, 0 = NADH-free wells. activation factor at 20 µM. 190,000 compounds, 0.005% hits;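 active = diaphorase activity raised at least twofold by the compound at 20 µM; inactive = activation factor below 2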
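System – purified diaphorase enzyme from Clostridium kluyveri · Input – enzyme 0.07 U/mL final · Also added – final NADH 0.114 mM, resazurin 0.1 mM · Measured by – fluorescence of resorufin, 544 nm excitation, 590 nm emission · Timing – 16 min enzyme reaction, ambient temperature · Measure – resorufin increase flagging diaphorase activators or reducers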
TLR4 MyD88 comp: blocks binding of human TLR4 to MyD88; O00206+Q99836; 200,000 compounds, 0.18% hits; inhibition, % at 8.4 µM; AID 861; HeLa CL3-4 TLR4/MyD88 BLA complementation, FRET ratio; in the data active = inhibition above about 25%;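 note: 0% = vehicle and 100% = reference inhibitor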
Target sequence (O00206 whole entry, looked up): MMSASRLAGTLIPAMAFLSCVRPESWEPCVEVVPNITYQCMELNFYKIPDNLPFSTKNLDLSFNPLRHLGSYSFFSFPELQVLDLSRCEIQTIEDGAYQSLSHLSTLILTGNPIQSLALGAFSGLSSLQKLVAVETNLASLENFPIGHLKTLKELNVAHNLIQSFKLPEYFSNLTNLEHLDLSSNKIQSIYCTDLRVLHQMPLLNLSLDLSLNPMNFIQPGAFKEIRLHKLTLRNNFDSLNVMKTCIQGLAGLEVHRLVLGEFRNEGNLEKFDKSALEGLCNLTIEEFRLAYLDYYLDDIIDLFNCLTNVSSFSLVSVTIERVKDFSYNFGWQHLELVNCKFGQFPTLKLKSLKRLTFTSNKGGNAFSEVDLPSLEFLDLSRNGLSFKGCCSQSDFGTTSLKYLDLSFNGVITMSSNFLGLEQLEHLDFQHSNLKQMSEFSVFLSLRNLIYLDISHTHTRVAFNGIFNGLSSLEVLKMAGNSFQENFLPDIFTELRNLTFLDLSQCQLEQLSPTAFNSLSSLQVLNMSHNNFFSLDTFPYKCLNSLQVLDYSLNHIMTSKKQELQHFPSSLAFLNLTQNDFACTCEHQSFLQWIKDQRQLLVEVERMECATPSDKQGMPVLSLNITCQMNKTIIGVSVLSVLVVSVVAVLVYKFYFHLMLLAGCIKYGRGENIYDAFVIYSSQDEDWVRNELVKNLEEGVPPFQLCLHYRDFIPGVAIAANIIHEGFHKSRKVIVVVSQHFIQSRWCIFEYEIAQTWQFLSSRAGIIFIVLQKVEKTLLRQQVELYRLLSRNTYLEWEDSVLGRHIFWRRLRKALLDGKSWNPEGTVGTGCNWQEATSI
Target sequence (Q99836 whole entry, looked up): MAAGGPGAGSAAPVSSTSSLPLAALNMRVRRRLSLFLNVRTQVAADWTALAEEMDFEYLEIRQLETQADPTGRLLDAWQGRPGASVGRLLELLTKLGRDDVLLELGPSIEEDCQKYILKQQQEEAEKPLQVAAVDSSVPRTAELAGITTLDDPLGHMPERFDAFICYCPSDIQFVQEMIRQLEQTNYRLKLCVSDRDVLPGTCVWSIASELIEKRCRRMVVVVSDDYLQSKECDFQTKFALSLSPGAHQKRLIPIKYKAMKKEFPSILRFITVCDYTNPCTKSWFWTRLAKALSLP
STAT1 activator: activators of IFN-gamma induced STAT1 signaling. NIH 3T3 STAT1-luciferase reporter, luminescence; 100% = IFN-gamma alone, no compound. activation (% of control), % at 5.5 µM. 200,000 compounds, 2.6% hits;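 active = activation above the screen-wide mean activation plus 3 SD, cut at about 130% in these data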;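 note: raw ratio to IFN-gamma control signal so 100% means no change and 0% no light; values of inactives mirror those of a sister screen read the other way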
An asterisk follows results filed as active; . = not tested or not shown.

Order of results: STAT1 activator, APP 5UTR inh, STAT1 inh, STAT3 activator, Hsp70 act, G6PDH counter, STAT3 blocker, Diaphorase act, TLR4 MyD88 comp, Diaphorase inh
(1) COc1ccccc1NS(=O)(=O)c1cccc(C(=O)N/N=C2\CC(=O)CC(C)(C)C2)c1
 : 100, 0, 0, 91, -0.4, 10, 14, 1.1, -1, -6
(2) CCCCN(C)C/C(O)=C(\C#N)c1nc(-c2ccccc2)cs1
 : 107, 2, -12, 107, -0.2, 2, -8, 0.9, -2, 6
(3) Cc1cccc(NC(=O)CSc2nnc(NC(=O)CN3CCCCC3)s2)c1
 : 102, 4, -2, 99, -0.1, 8, 2, 1, -18, 2
(4) CC1Cc2nc(SCC(=O)NCC3CCCO3)n(Cc3ccccc3)c(=O)c2S1 (centres undefined)
 : 106, 3, -6, 101, 0.1, 2, 2, 0.9, -11, 9
(5) CCOC(=O)c1cnn(-c2ccc(C(C)C)cc2)c1NC(=O)C1CCC1
 : 112, -22, -14, 93, -0.2, 13, 18, 0.9, -16, 7
(6) O=C(CSc1nnnn1C1CCCCC1)Nc1ccccc1F
 : 99, -16, -1, 97, -0.1, 15, 6, 0.9, 2, 12
(7) O=C(CSc1ccc(Cl)cc1)NC1CCCC1
 : 112, 16, -13, 98, -0.3, 18, 4, 0.9, -1, 10
(8) CCN(CC)CCn1c(NCc2nc3ccccc3n2Cc2ccccc2)nc2ccccc21
 : 97, -9, 3, 112, 0.0, -8, -8, 1, -2, 3
(9) Cc1nn(CCOc2ccccc2)c(=O)n1-c1ccc(Cl)cc1
 : 113, -15, -14, 102, 0.2, -5, 1, 0.9, 13, 14
(10) CN(C)S(=O)(=O)c1ccc(C(=O)NCCOc2ccccc2)cc1
 : 131*, -104, -41, 116, 0.2, 12, -16, 1, 7, 5
(11) Cc1ccc(NC(=O)C(CC(C)C)NC(=O)C2CCC(C)CC2)nc1 (centres undefined)
 : 99, -10, 1, 101, -0.2, 2, 5, 0.8, -10, 17
(12) COc1cccc(CC2(CO)CCCN(S(=O)(=O)N(C)C)C2)c1 (centres undefined)
 : 94, -1, 4, 103, -0.2, 20, 3, 0.9, 5, 10
(13) COc1cc(/C=N/N=C(/C(=O)c2ccccc2)c2ccccc2)cc(OC)c1O
 : 93, 3, 7, 105, -0.4, 18, -2, 0.7, -9, 31
(14) O=C(Nc1ccc(N2CCN(Cc3ccccc3)CC2)cc1)c1ccccc1[N+](=O)[O-]
 : 103, -9, -4, 100, -0.3, 7, 2, 1, 0, -2
(15) CCC(CC)C(=O)c1c[nH]c(C(=O)NCc2cccnc2)c1
 : 101, 9, 0, 100, -0.3, 0, 1, 0.9, 5, 7
(16) O=C(Nc1nnc(C2CC2)s1)C1Cc2ccccc2CN1C(=O)c1ccco1 (centres undefined)
 : 91, 3, 10, 102, -0.3, 3, 3, 0.9, 13, 8
(17) C=CCn1c(=O)c2ccc(C(=O)NCc3ccccc3)cc2n(Cc2cccc(Cl)c2)c1=O
 : 96, 9, 4, 104, -0.2, 22, -5, 1, -10, 3
(18) Cc1cnc(NC(=O)CCNC(=O)c2ccc([N+](=O)[O-])cc2)s1
 : 105, -3, -7, 93, -0.3, 4, 13, 1, -21, 2
(19) CS(=O)(=O)N(CC(=O)NCc1ccncc1)C1CCCCC1
 : 104, 17, -5, 104, -0.3, 10, 1, 1.2, 11, -21
(20) CSc1nsc2nc(=O)c(/C=C3\C(C)=Nc4ccc(C)cc43)c(N)n12
 : 106, -19, -6, 85, -0.1, 3, 20, 0.8, -13, 24
(21) CCO/C=C/C(O)(CNC(=O)c1ccc(C(C)(C)C)cc1)C(F)(F)F (centres undefined)
 : 107, -18, -8, 102, -0.4, 27, -4, 0.9, 10, 14
(22) O=C1c2ccccc2C(=O)N1CCCc1nc2ccccc2c(=O)n1-c1cccnc1
 : 90, -14, 11, 99, -0.3, 2, 5, 0.9, 5, 8
(23) O=C(CN1CCN(CC(=O)Nc2ccccn2)CC1)Nc1ccccn1
 : 105, -12, -6, 105, -0.4, 13, 1, 0.9, 7, 6
(24) COC(=O)c1ccccc1NC(=O)c1ccc(COc2cc(C)cc(C)c2)o1
 : 93, 5, 8, 90, -0.2, -32, 18, 0.9, -10, 11
(25) O=C(/C(=C/c1ccc(Cl)cc1)c1nc2ccccc2[nH]1)c1cccs1
 : 86, -39, 15, 97, 4.3, 3, 3, 1, 16, 4
(26) CCn1c(CCc2nc3ccccc3[nH]2)n[nH]c1=S
 : 97, -23, 2, 89, -0.2, 0, 15, 0.8, -1, 16
(27) COc1ccc(Cn2nnnc2CN(CCCN2CCOCC2)Cc2cc3cc(OC)ccc3[nH]c2=O)cc1
 : 102, -31, -4, 96, -0.2, 8, 6, 0.9, 3, 10
(28) O=C(CCc1ccccc1)N1N=C(c2ccncc2)CC1(O)C(F)(F)F (centres undefined)
 : 98, 5, 1, 102, 0.4, 7, 0, 0.9, 8, 13
(29) CCOC(=O)c1[nH]c(C)c(C(=O)N2CCN(c3ccc(OC)cc3)CC2)c1C
 : 98, 16, 1, 88, 0.6, 5, 24, 0.9, -3, 6
(30) CCC1Oc2ccc(C)cc2N(CC(=O)NCCN2CCCCCC2)C1=O (centres undefined)
 : 101, -5, -1, 109, 0.2, 2, -8, 0.8, -8, 15
(31) CCOC(=O)C(NC(=O)c1ccccc1)(OCc1ccc(F)cc1)C(F)(F)F (centres undefined)
 : 97, 7, 3, 90, -0.3, 1, 13, 0.8, 13, 17
(32) Cc1ccc(-c2ccc(=O)n(CC(=O)NCCCN3CCCCC3C)n2)cc1 (centres undefined)
 : 91, -4, 9, 98, -0.1, -8, 5, 0.9, -12, 13
(33) COc1cc(C(C(=O)NC2CCCCC2)N(CCN2CCOCC2)C(=O)C2COc3ccccc3O2)cc(OC)c1OC (centres undefined)
 : 107, -10, -9, 106, -0.5, 13, -3, 1, 11, 4
(34) Cc1c(Cc2ccc3c(c2)OCO3)sc(NC(=O)C(C)(C)C)c1C#N
 : 89, -4, 12, 111, -0.1, -15, -4, 0.7, 0, 30
(35) COc1ccc(S(N)(=O)=O)cc1C(=O)NCCCN1CCN(c2cccc(Cl)c2)CC1
 : 99, 6, 1, 90, -0.2, 5, 19, 1, 10, 2
(36) O=C(N1CCCCC1)C12CC3CC(CC(C3)C1)C2
 : 95, 13, 0, 98, -0.2, 0, 4, 1.1, -5, -8
(37) O=C(NNC(=O)c1ccc(NC(=O)c2ccccc2)cc1)c1ccccc1
 : 101, -2, -1, 98, 0.3, 3, 3, 1.2, 5, -17
(38) CSC(=NC#N)N1CCN(c2ccc(Cl)cc2)CC1
 : 98, 13, 2, 107, -0.1, 13, -8, 0.9, 0, 7
(39) CSCCC(NC(=O)/C(=C/c1ccc(F)cc1)NC(C)=O)C(=O)O (centres undefined)
 : 101, -8, -3, 109, -0.2, 4, -8, 0.9, -11, 11
(40) Oc1ccc(/C(Cc2ccccn2)=N\Nc2ccccc2)c(O)c1
 : 97, -6, 1, 103, -0.2, -1, 5, 0.7, 0, 25
(41) COc1ccc(NCc2nnc(SCC(=O)Nc3ccccc3)n2C)cc1
 : 104, 2, -4, 104, -0.3, 2, 2, 0.9, 1, 11
(42) O=C(COC(=O)c1nc(Cl)ccc1Cl)Nc1ccc2c(c1)OCO2
 : 110, -26, -12, 109, 0.0, 3, -4, 0.9, -11, 10
(43) CCCCNC(=S)NCc1ccc2[nH]c3c(c2c1)CCCC3
 : 101, -11, -1, 98, -0.2, -5, 7, 0.9, 4, 8
(44) O=C(CSc1ccc2nnc(-c3ccc(F)cc3)n2n1)NCc1ccco1
 : 105, 4, -5, 102, 0.3, 12, 1, 0.6, -4, 36
(45) CCc1nnc(NC(=O)CSc2nnc(CSc3nc(C)cc(C)n3)n2CC)s1
 : 89, -1, 13, 99, -0.5, ., 5, ., 24, .
(46) COc1ccc(C2CC(c3ccc(Cl)c(Cl)c3)Nc3nc(N)nn32)cc1 (centres undefined)
 : ., -17, ., ., ., 5, ., 0.8, ., 25
(47) CC(C)CCN(C(=O)Nc1ccccc1)C(C)c1cccs1 (centres undefined)
 : 106, -2, 0, 100, -0.3, 8, 0, 0.9, 1, 6
(48) O=c1[nH]c2ccc(S(=O)(=O)NCc3ccccn3)cc2s1
 : 98, 27, 4, 109, -0.2, -14, -4, 0.8, 0, 17
(49) CCCOC(=O)CCCCCCCCC(O)CN1CCCCC1 (centres undefined)
 : 98, -7, 1, 95, -0.3, -1, 8, 1, 4, -4
(50) CN(c1nc(-c2ccc(Br)cc2)cs1)C1CCS(=O)(=O)C1 (centres undefined)
 : 130*, -14, -32, 94, -0.3, -4, 14, 0.8, 2, 19
(51) COc1cc(OC)c(C(=O)CCC(=O)O)cc1OC
 : 98, 15, 2, 106, -0.2, 0, -10, 0.9, -6, 8
(52) CCOP(=O)(c1ccccc1)c1nc(-c2ccccc2C)oc1N1CCCCC1 (centres undefined)
 : 103, 9, -3, 96, -0.4, -1, 10, 0.9, -3, 15
(53) COc1ccccc1NC(=O)CSc1nnc(C2CCCCC2)n1C
 : 89, -1, 5, 98, -0.2, 6, 6, 0.9, -3, 9
(54) O=C(CCNc1n[nH]c(=O)[nH]c1=O)N/N=C/c1ccc(Cl)cc1
 : 100, 0, -4, 100, 0.0, -1, 4, 0.9, 12, 9

Whole records, quoted from the list. Order of screens: STAT1 activator, APP 5UTR inh, STAT1 inh, STAT3 activator, Hsp70 act, G6PDH counter, STAT3 blocker, Diaphorase act, TLR4 MyD88 comp, Diaphorase inh
O=C(CCNc1n[nH]c(=O)[nH]c1=O)N/N=C/c1ccc(Cl)cc1 in the list: 100, 0, -4, 100, 0.0, -1, 4, 0.9, 12, 9
CN(c1nc(-c2ccc(Br)cc2)cs1)C1CCS(=O)(=O)C1 (centres undefined) in the list: 130*, -14, -32, 94, -0.3, -4, 14, 0.8, 2, 19
